# PMI activator – activators of human PMI, primary screen, biochemical, fluorescence intensity, near-Km mannose 6-phosphate | Mannose-6-phosphate isomerase (Homo sapiens), P34949 | purified human PMI, coupled resazurin fluorescence, 20 min; active compounds read high; 1 = vehicle control, 0 substrate-free wells | activation factor at 20 µM | 0.005% of 190,000 active | AID 1214, 2008;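 active means activation factor of 2 or more at 20 µM, relative to plate controls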
# PMI act hi M6P – human PMI activators, high substrate, primary screen, biochemical, fluorescence intensity, near-saturating mannose 6-phosphate | Mannose-6-phosphate isomerase (Homo sapiens), P34949 | coupled PMI enzyme assay, resazurin fluorescence, 20 min; active compounds read high; 1 = untreated enzyme, 0 = substrate-free blank | activation factor at 20 µM | 0.34% of 190,000 active;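 active means activation factor of 2 or more at 20 µM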
#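 Material: human phosphomannose isomerase with PGI, G6PDH, diaphorase coupling enzymes / Reagent: Man-6-P substrate 1.0 mM / Dosing: single compound dose of 20 µM, 1% DMSO final / Incubation: enzyme reaction with compound 20 min at room temperature / Signal: resorufin fluorescence (Ex 544/Em 590 nm) from resazurin via diaphorase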
# NF-kB neuron act – activators of NF-kB expression in neurons, primary screen, cell-based, HTS | human neuronal cells, NF-kB reporter expression; active compounds read high | fold change at 12.5 µM | 1.6% of 190,000 active | AID 1239, 2008; in the data active means fold change above about 3.3
# FLuc inhib CS – firefly luciferase enzyme inhibitors, primary screen, artefact control for luciferase-based inhibitor screens, biochemical, luminescence, ATPLite; 10 min; inhibition, % at 10 µM; 1.5% of 200,000 active; Luciferin 4-monooxygenase (Photinus pyralis), P08659; AID 1006, 2008;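 active means inhibition above about 50% when tested at 10 µM, limit read from the data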
# Target sequence (P08659 whole entry, looked up): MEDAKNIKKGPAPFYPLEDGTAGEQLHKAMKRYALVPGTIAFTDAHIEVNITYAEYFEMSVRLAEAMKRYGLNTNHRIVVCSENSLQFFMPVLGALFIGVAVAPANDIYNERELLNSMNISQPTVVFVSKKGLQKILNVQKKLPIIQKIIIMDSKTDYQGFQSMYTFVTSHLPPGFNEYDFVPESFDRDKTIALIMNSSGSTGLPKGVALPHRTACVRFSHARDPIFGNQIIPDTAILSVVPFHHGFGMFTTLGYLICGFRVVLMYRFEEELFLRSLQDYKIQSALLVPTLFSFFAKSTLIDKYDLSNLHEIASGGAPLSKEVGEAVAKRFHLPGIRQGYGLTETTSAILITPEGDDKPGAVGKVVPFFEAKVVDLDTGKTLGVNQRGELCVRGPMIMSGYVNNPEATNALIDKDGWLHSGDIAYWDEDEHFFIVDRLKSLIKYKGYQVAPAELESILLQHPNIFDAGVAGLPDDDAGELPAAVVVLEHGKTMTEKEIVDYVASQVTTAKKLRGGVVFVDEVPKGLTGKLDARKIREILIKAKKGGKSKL
# TNAP act hiacc – TNAP activators at high phosphate acceptor level, primary screen, biochemical, luminescence, uHTS; activation factor at 20 µM; 200,000 tested, under 10 active; Alkaline phosphatase, tissue-nonspecific isozyme (Homo sapiens), P05186; purified TNAP, CDP-star luminescence, 1 M DEA, 30 min; active compounds read high; 0 = EDTA background, 1 = DMSO-only activity;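 active means activation factor at least 2 at 20 µM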
# Target sequence (P05186 whole entry, looked up): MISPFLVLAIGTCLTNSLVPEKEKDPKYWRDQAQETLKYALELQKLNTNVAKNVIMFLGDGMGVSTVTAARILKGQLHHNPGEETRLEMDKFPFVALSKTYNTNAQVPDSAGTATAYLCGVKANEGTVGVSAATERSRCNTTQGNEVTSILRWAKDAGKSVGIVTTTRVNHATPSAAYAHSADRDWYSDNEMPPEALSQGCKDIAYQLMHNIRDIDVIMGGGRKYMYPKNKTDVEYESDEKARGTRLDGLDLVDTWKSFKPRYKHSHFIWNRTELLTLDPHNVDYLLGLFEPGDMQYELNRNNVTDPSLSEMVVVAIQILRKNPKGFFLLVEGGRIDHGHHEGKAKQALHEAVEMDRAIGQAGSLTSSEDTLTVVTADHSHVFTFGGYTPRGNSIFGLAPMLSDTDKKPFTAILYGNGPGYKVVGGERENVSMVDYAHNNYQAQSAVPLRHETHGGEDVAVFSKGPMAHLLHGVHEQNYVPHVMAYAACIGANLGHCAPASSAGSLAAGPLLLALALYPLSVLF
#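 Assay system: human TNAP; Input: enzyme diluted 1/800 final; Reagent: CDP-star luminogenic substrate at 100 µM final; Timing: 30 min, room temperature; Signal: luminescence; Evaluation: TNAP activation factor scaled between EDTA and DMSO control wells.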
# FLuc stim CS – FLuc activators, initial screening, artefact control for FLuc-dependent activation tests, biochemical, ATPlite luminescence. activation factor at 10 µM. ATPlite luciferase biochemical, 10 min; 0 = ATP-free wells, 1 = DMSO control. Luciferin 4-monooxygenase (Photinus pyralis), P08659. 200,000 tested, under 10 active. AID 1027, 2008;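 active means luciferase activation factor, scaled between plate controls, of at least 2 with compound at 10 µM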
#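 System: luciferase plus luciferin reagent, cell-free; medium: PBS as buffer for the ATP substrate; dosing: test compounds dosed from 2 mM stocks in 100% DMSO; timing: 10 min post-reagent at room temperature; measured by: luminescence measurement of luciferase light output; evaluation: luciferase activation, seen as luminescence increase over controls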
# APP 5'UTR act – activators of APP 5'UTR luciferase reporter, primary screen, SH-SY5Y cells | 1% of 190,000 active | activation, % at 2 µM | SH-SY5Y APP 5'UTR luciferase reporter, luminescence; zero percent = DMSO vehicle wells;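 active means activation above a set limit, based on mean plus 3 SD of controls, cut at about 140% in these data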; further: values of inactives mirror those of a sister screen read the other way
# TNAP inh hiacc – human TNAP enzyme inhibitors, primary screen, biochemical, luminescent, high phosphate acceptor level, uHTS. 0.03% of 200,000 active. Alkaline phosphatase, tissue-nonspecific isozyme (Homo sapiens), P05186. AID 1135, 2008. inhibition, % at 20 µM. purified TNAP, CDP-star luminescence, 1 M DEA;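 active means over 50% inhibition of tissue-nonspecific alkaline phosphatase at 20 µM in the single-dose screen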;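 further: plate controls were DMSO wells for no effect and EDTA-quenched wells as full inhibition for full effect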
# TNAP inh no acc – human TNAP enzyme inhibitors, primary screen, biochemical, luminescent, no phosphate acceptor, uHTS; Alkaline phosphatase, tissue-nonspecific isozyme (Homo sapiens), P05186; AID 1012, 2008; inhibition, % at 20 µM; 0.26% of 200,000 active; purified TNAP, CDP-star luminescence, 30 min;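 active means tissue-nonspecific alkaline phosphatase inhibition above about 50% at 20 µM in the single-dose screen, limit read from the data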;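 further: 0% = DMSO negative control and 100% = EDTA positive control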
# bIAP act – bovine intestinal alkaline phosphatase activators, primary screen, biochemical, bovine IAP, CDP-star luminescence; alkaline phosphatase, intestinal [Bos taurus]; purified bovine IAP, 30 min; active compounds read high; fold of DMSO-control signal, blank-subtracted; AID 1016, 2008; 0.17% of 200,000 active; activation factor at 20 µM;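 active means activation factor of 2 or more at 20 µM, a signal rise over negative controls twice the positive control's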
# * hit, by the source's call; · = no result given.
1. CCCn1cnc2cc(NCc3cccc(OC)c3)ccc21
2. Cc1cc(C)nc(Nc2nc(C)c3cc4c(cc3n2)OCO4)n1
3. Cc1ccc(C)c(-n2c3nc(=O)[nH]c(=O)c-3cc3cc([N+](=O)[O-])ccc32)c1
4. FC(F)(F)c1cccc(N2CCN(Cc3cccnc3)CC2)c1
5. O=c1cc(CSc2ccc(S(=O)(=O)N3CCCCC3)cn2)nc2sccn12
6. O=C(NCC(=O)N(Cc1cccs1)C(C(=O)NC1CCCCC1)c1cccnc1)c1ccco1 (configuration not stated)
7. O=[N+]([O-])c1ccc(O)c(/C=N/n2cnnc2)c1
8. Cc1ccc(C(=O)C[n+]2ccc(Cc3ccccc3)cc2)cc1

entry no.,1,2,3,4,5,6,7,8
PMI activator,0.7,0.9,0.6,0.8,0.9,1,1,1.4
PMI act hi M6P,0.8,0.9,0.5,0.9,0.9,1,1.1,1.1
NF-kB neuron act,1.8,0.97,2.5,0.79,0.82,1.2,1.1,0.92
FLuc inhib CS,7,-8,0,-5,-6,-8,-6,-2
TNAP act hiacc,1,1.1,0.9,1,1,1,1,1
FLuc stim CS,0.9,1.1,1,1.1,1.1,1.1,1.1,1
APP 5'UTR act,59,13,-91,12,-9,5,-2,12
TNAP inh hiacc,0,-6,5,-1,3,-4,5,0
TNAP inh no acc,-3,-14,-1,-15,-30,-9,6,-5
bIAP act,1,1,0.9,0.9,1.1,0.9,0.9,0.9

9. COc1ccc2ccccc2c1C(O)c1nccn1C (configuration not stated)
10. Cc1cc(NC(=O)c2cnccn2)no1
11. CCNC(=O)CN(c1ccc(Cl)cc1)S(=O)(=O)c1ccccc1
12. CCOc1ccc(NC(=O)CCC(=O)O)cc1
13. CNC(=S)N=Nc1c(O)[nH]c2ccccc12
14. CCOC(=O)NC(O)C(=O)c1ccc(F)cc1 (configuration not stated)
15. CCOc1ccccc1CNCc1ccc(C(=O)O)cc1
16. CCCCCCc1cc2cc(-c3nnc(-c4ccccc4)o3)c(=O)oc2cc1O

entry no.,9,10,11,12,13,14,15,16
PMI activator,0.7,1,0.9,0.9,0.9,1.4,1.1,1
PMI act hi M6P,0.4,1.1,0.9,0.9,1,1.5,1,1
NF-kB neuron act,1,1.2,1.1,1.1,1.2,1.4,0.95,0.44
FLuc inhib CS,-6,-2,-4,-8,-5,-9,-1,2
TNAP act hiacc,1,1.1,1,1,1,1,1,0.9
FLuc stim CS,1.1,1,1,1.1,1,1.1,1,1
APP 5'UTR act,5,-2,3,-2,12,-20,0,·
TNAP inh hiacc,-4,-5,-4,-2,5,-1,-2,11
TNAP inh no acc,22,-16,-6,-9,43,-4,-10,1
bIAP act,1.6,1,1,0.9,0.8,0.9,1.2,0.8

17. COc1ccc(NC(=S)NC(=O)c2ccc(Br)o2)cc1
18. CCCOc1ccc(N2C(=O)CC(N(CCc3ccc(OC)cc3)C(=O)c3cccc(F)c3)C2=O)cc1 (configuration not stated)
19. COc1cc(CN2CCN(C(=O)CC(C)C)CC2)cc(OC)c1OC
20. O=C(CCN1C(=O)C2C3C=CC(C3)C2C1=O)N1CCN(c2ccc([N+](=O)[O-])cc2)CC1 (configuration not stated)
21. c1ccc(Nc2cccc(Nc3ccccc3)c2)cc1
22. O=C(CCC(=O)OCC(=O)c1ccc(Cl)cc1Cl)Nc1cccc2cccnc12
23. CC(=O)Nc1nc(C)c(Oc2ccc(Cl)cc2Cl)c(=O)[nH]1
24. CC(O)C(O)C(O)C(O)/C=N/NC(=O)c1ccccc1 (configuration not stated)

entry no.,17,18,19,20,21,22,23,24
PMI activator,1,0.9,0.9,0.9,0.8,0.9,1,0.8
PMI act hi M6P,0.9,0.9,1,0.8,0.7,0.9,0.8,0.8
NF-kB neuron act,2.7,0.94,1,0.85,2,1.1,1.3,1.1
FLuc inhib CS,20,-5,-5,-1,3,1,-9,-1
TNAP act hiacc,1,1.1,1,0.9,1,1,1,1
FLuc stim CS,0.8,1.1,1.1,1,1,1,1.1,1
APP 5'UTR act,32,1,-3,9,31,9,-8,56
TNAP inh hiacc,-4,-6,-3,10,2,2,-3,-4
TNAP inh no acc,-2,-10,-13,1,-12,1,2,1
bIAP act,1.1,1,1,0.9,0.8,1,0.9,0.9

# Four entries drawn at random from those above:
23. CC(=O)Nc1nc(C)c(Oc2ccc(Cl)cc2Cl)c(=O)[nH]1
18. CCCOc1ccc(N2C(=O)CC(N(CCc3ccc(OC)cc3)C(=O)c3cccc(F)c3)C2=O)cc1 (configuration not stated)
17. COc1ccc(NC(=S)NC(=O)c2ccc(Br)o2)cc1
22. O=C(CCC(=O)OCC(=O)c1ccc(Cl)cc1Cl)Nc1cccc2cccnc12

entry no.,23,18,17,22
PMI activator,1,0.9,1,0.9
PMI act hi M6P,0.8,0.9,0.9,0.9
NF-kB neuron act,1.3,0.94,2.7,1.1
FLuc inhib CS,-9,-5,20,1
TNAP act hiacc,1,1.1,1,1
FLuc stim CS,1.1,1.1,0.8,1
APP 5'UTR act,-8,1,32,9
TNAP inh hiacc,-3,-6,-4,2
TNAP inh no acc,2,-10,-2,1
bIAP act,0.9,1,1.1,1

# (continued)
25. CC1N(C)c2cc(NC(=O)c3ccco3)c(P(=O)(Nc3ccc([N+](=O)[O-])cc3)N3CCOCC3)cc2C1(C)C (configuration not stated)
26. CCOC(=O)CN(C(=O)CSc1nnc(-c2ccncc2)n1CCCN(C)C)c1ccccc1
27. CCCc1cc(=O)[nH]c(SCC(=O)NCCCC(=O)OCC)n1
28. COc1ccccc1-n1cccc1C=O
29. O=C(c1cccc(S(=O)(=O)N2CCCC2)c1)c1nnc(-c2ccncc2)o1
30. COc1ccc(NS(=O)(=O)c2cccc(NC(=O)c3cnccn3)c2)cc1Br
31. Cn1c(-c2nnn(-c3ccc(F)cc3)n2)cc2ccccc21
32. CC(C)(C)[C@@H]1C=C(C(=O)N2CCN(Cc3ccccc3)CC2)O[C@H](OCc2ccc(CO)cc2)C1

entry no.,25,26,27,28,29,30,31,32
PMI activator,0.8,0.9,1,1.1,1,1,1.2,0.8
PMI act hi M6P,0.7,1,1,1.1,0.9,1,1,0.8
NF-kB neuron act,0.58,1.4,1.1,0.91,1.1,1.3,4.1*,0.67
FLuc inhib CS,-4,-3,1,-4,-7,-7,41,-9
TNAP act hiacc,1,1,1,1,1.1,1,1,1.1
FLuc stim CS,1,1,1,1,1.1,1.1,0.6,1.1
APP 5'UTR act,-7,1,6,-1,-7,-9,159*,3
TNAP inh hiacc,-4,-5,-3,-4,-5,-4,-1,-7
TNAP inh no acc,-7,-19,-3,-10,1,-9,-9,-5
bIAP act,1.1,1,1,1,1,1,1,1.2

33. Cc1sc2nc(SCC(=O)NCCOCCO)n(C)c(=O)c2c1C
34. Cc1noc(C)c1COc1ccc(C(=O)OC(C)C(=O)Nc2ccc(N3CCOCC3)cc2)cc1 (configuration not stated)
35. CCOCCCNS(=O)(=O)c1ccc(-n2cnnn2)c(OC)c1
36. Cc1cc(CNC(=O)CCc2nnc(CCCc3ccccc3)o2)nn1C
37. O=C(/C=C/c1ccco1)NCC(=O)N/N=C/c1ccc([N+](=O)[O-])cc1
38. Cc1ccc([N+](=O)[O-])cc1S(=O)(=O)Nc1ccc(N2CCOCC2)cc1
39. Cn1c(SCC(=O)Nc2cccnc2)nnc1-c1ccccc1F
40. CC(C)COc1cc(=O)[nH]c(SCC(C)C)n1

entry no.,33,34,35,36,37,38,39,40
PMI activator,0.9,0.9,1,1,1,1.1,1.2,1
PMI act hi M6P,0.9,1,1,0.9,1,1,1.2,1.1
NF-kB neuron act,0.92,1.1,1.1,1.6,0.93,0.97,1,1
FLuc inhib CS,-1,-6,-2,-5,-3,-6,-4,-7
TNAP act hiacc,1,1.1,1,1,1,1,1.1,1.1
FLuc stim CS,1,1.1,1,1.1,1,1.1,1,1.1
APP 5'UTR act,-8,-9,-6,18,8,-5,0,9
TNAP inh hiacc,-3,-6,3,-3,0,-5,-9,-6
TNAP inh no acc,0,-12,-3,-7,1,-10,-5,-4
bIAP act,1,1,0.6,0.9,1,1.5,1,0.8

41. O=c1[nH]n2c(=O)c3c([nH]c2c1N=Nc1ccccc1)CCC3
42. COC(=O)NCc1cccc(CNC(=O)OC)c1
43. CC(C)n1nnnc1SCC(=O)Nc1ccccc1N1CCOCC1
44. O=C(NCc1ccccc1Cl)c1ccc2nc[nH]c2c1
45. O=C(c1cccc([N+](=O)[O-])c1)N1CCN(c2ccccn2)CC1
46. Oc1ccc(Br)cc1CNn1cnnc1
47. Cc1ccc(S(=O)(=O)Cc2ccc(C(=O)N3CCN(c4ccc(F)cc4)CC3)o2)cc1
48. CCOc1nc(Nc2ccc(OC)c(Cl)c2)nc(OCC)n1

entry no.,41,42,43,44,45,46,47,48
PMI activator,1.1,1,1,0.9,1,1.2,1,1
PMI act hi M6P,1,1,1,1,1,1,1,1
NF-kB neuron act,0.96,1.2,1.1,1.3,1,1.4,1.1,0.37
FLuc inhib CS,0,-7,0,-4,4,-4,-8,-7
TNAP act hiacc,0.7,1.1,1,1,1,1,1,1.1
FLuc stim CS,1,1.1,1,1,1,1,1.1,1.1
APP 5'UTR act,-17,2,·,5,11,-4,2,-12
TNAP inh hiacc,26,-6,1,3,-3,-3,-2,-7
TNAP inh no acc,-62,-3,-6,-37,-12,-10,10,-26
bIAP act,1,0.9,1,0.9,0.9,1,1,0.9

49. Cc1ncc(CO)c2cc(S(=O)(=O)c3ccc(F)cc3)c(=O)oc12
50. O=C(CP(=O)(O)CC(=O)c1ccccc1)c1ccccc1
51. CCOC(=O)c1cnc(SCC(=O)c2ccc3c(c2)OCCO3)nc1N
52. c1ccc(N2CCN(Cc3cn4ccccc4n3)CC2)cc1
53. COc1ccc(CC2(CO)CCN(S(=O)(=O)c3sccc3C)CC2)cc1

entry no.,49,50,51,52,53
PMI activator,1.5,1.1,0.8,0.9,0.9
PMI act hi M6P,1.6,1.1,0.9,0.9,1
NF-kB neuron act,1.1,1.1,0.85,1.1,0.89
FLuc inhib CS,-5,-7,-5,-4,-2
TNAP act hiacc,0.9,1.1,1.1,1,1.1
FLuc stim CS,1,1.1,1,1,1
APP 5'UTR act,19,6,20,5,8
TNAP inh hiacc,6,-6,-6,-2,-10
TNAP inh no acc,-5,-12,-9,-5,-8
bIAP act,0.9,1,0.8,1.1,1.1

# Screening results from PubChem BioAssay.
